Source: PubChem (National Center for Advancing Translational Sciences (NCATS))
IL1B secr inh: qHTS for Inhibitors of Inflammasome Signaling: IL-1-beta AlphaLISA Primary Screen; THP-1 LPS/ATP IL-1B secretion, AlphaLISA, 16 h; stronger effect = lower value; activity change, % at 57.5 µM; hit rate 4.7% among 360,000; in the data active means activity change below about -50%; inconclusive means mostly about -30% to -49%; further: on the % scale 0 is the no-effect control and ±100 the full control effect
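Secreted IL-1B measured by AlphaLISA bead assay after 16 h compound exposure of THP-1 cells; compounds (final up to 57.5 uM) added 1 h before LPS (250 ng/mL) and ATP (1.25 mM) stimulation; lower signal means less secretion.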
D3 ag: qHTS of D3 Dopamine Receptor Agonist: qHTS. D(3) dopamine receptor (Homo sapiens), P35462. D3R DiscoveRx beta-arrestin cells, luminescence, 90 min. max activation, %. hit rate 0.58% among 410,000; in the data active means max activation above about 30%; further: 0% is about no effect; mostly tested at two doses, the higher about 12 µM
Target sequence (P35462 whole entry, looked up): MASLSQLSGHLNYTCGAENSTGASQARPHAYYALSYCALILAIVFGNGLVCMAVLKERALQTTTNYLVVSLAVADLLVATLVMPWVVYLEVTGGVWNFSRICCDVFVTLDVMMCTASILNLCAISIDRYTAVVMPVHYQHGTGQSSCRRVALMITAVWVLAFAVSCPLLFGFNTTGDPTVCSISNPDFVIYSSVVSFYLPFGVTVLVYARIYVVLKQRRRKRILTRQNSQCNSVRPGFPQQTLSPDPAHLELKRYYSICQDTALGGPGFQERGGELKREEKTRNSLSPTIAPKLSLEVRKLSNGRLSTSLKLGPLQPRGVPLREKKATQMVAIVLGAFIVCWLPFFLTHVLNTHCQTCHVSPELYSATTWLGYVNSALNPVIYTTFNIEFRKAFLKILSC
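Agonist-mode cell screen: cells plated at 1500/well and incubated overnight at 37 °C, then exposed to library compounds for 90 min at 37 °C. Detection reagent was added for 30–60 min at room temperature, and luminescence was read.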
HT1080 IDH1KD tx: qHTS for induction of synthetic lethality in tumor cells producing 2HG: qHTS for the HT-1080-IDH1KD cell line; Potency, µM (titrated, usually from 46.1 µM), for the others: at the highest dose activity, negative = toxicity, most hits filed as cytotoxic; HT-1080 IDH1 knockdown viability, ATP luminescence, 48 h; hit rate 2% among 360,000;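 further: potency means the concentration at half of the fitted maximal effect; 0% = DMSO wells and -100% = cell-free medium wells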
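Luminescent ATP read-out (CellTiter-Glo, 10 min at room temperature) after 48 h compound exposure at 37 °C gave viability of IDH1-knockdown HT-1080 cells. Activity was normalised to DMSO and cell-free wells, then fitted as concentration-response curves.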
KB-V1 cytotox: qHTS assay for MDR1-selective chemotherapeutics: Primary screen using the drug-selected MDR subline cells KB-V1; hit rate 3.4% among 400,000; KB-V1 MDR cells viability, CellTiter-Glo, 72 h; Potency, µM (highest dose often 46.1 µM), without a hit: at the highest dose activity change, negative = cytotoxicity, most hits filed as cytotoxic; further: potency means the concentration at half of the fitted maximal effect; on the % scale 0 is the no-effect control and ±100 the full control effect; nearly all actives have a fitted effect of over 60% in size
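Potencies derive from concentration-effect curves fitted to normalized luminescence (CellTiter-Glo) of KB-V1 cells treated for 72 h at 37 degrees C in phenol-red-free DMEM containing 10% FBS.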
SW480 rerep: A quantitative high throughput screen for small molecules that induce DNA re-replication in SW480 colon adenocarcinoma cells; SW480 DNA re-replication, Hoechst DNA content imaging, 48 h; Potency, µM (highest dose often 46.1 µM), inactives show at the top dose re-replication activation, most hits filed as activators; hit rate 1.8% among 340,000; further: potency means the concentration at half of the fitted maximal effect; % of control where 0% means no effect; nearly all actives have a fitted effect of over 55% in size
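DNA re-replication was detected as more nuclei of elevated Hoechst intensity after 48 hr exposure to compound (23 nL pinned per well of 250 cells).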
KB-3-1 tox: qHTS assay for MDR1-selective chemotherapeutics: Primary screen using the parental adenocarcinoma cell KB-3-1; KB-3-1 viability, CellTiter-Glo ATP luminescence, 72 h; Potency, µM (highest dose often 46.1 µM), for inactives: at the top dose activity change, negative = cytotoxic, actives largely listed as cytotoxic; hit rate 1.4% among 400,000; AID 1347075, 2019; further: potency means the concentration at half of the fitted maximal effect; on the % scale 0 is the no-effect control and ±100 the full control effect; nearly all actives have a fitted effect of over 60% in size
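Cytotoxicity measured as CellTiter-Glo luminescence after 72 h at 37 C. Compound titrations were pinned onto drug-naive KB-3-1 parental adenocarcinoma cells grown in DMEM with 10% FBS, and normalized data fitted to concentration-response curves.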
HT1080-NT tox: qHTS for induction of synthetic lethality in tumor cells producing 2HG: qHTS for the HT-1080-NT fibrosarcoma cell line. HT-1080-NT fibrosarcoma viability, CellTiter-Glo ATP luminescence, 48 h. Potency, µM (highest dose often 46.1 µM), without a hit: top-dose activity, negative = less viability, actives largely listed as cytotoxic. hit rate 1.6% among 360,000. AID 686970, 2013;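 further: NT is the 2HG producing partner of a matched IDH1 knockdown line; potency means the concentration at half of the fitted maximal effect; 0% = DMSO-treated cells and -100% = media-only wells without cells; nearly all actives have a fitted effect of over 55% in size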
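Viability by CellTiter-Glo luminescence after 48 h compound exposure at 37C of HT-1080-NT cells (750/well, RPMI, 5% FBS). % activity scaled between DMSO wells and medium-only wells, then curve-fitted and categorized by curve class.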
MCF10A rerep: A quantitative high throughput screen for small molecules that induce DNA re-replication in MCF 10a normal breast cells | MCF 10A DNA re-replication, Hoechst nuclear intensity, 48 h | Potency, µM (top dose mostly 46.1 µM), for the others: at the top dose activity, positive = re-replication, usual class: activators | hit rate 2.9% among 350,000; further: potency means the concentration at half of the fitted maximal effect; % of control where 0% means no effect; nearly all actives have a fitted effect of over 50% in size
HEK293 tox: qHTS of GLP-1 Receptor Inverse Agonists: Cytotox Screen. HEK293 cAMP-luciferase reporter cells, luminescence, 24 h. AID 624418, 2012. hit rate 0.13% among 410,000. Potency, µM (highest dose often 38.3 µM), for the others: top-dose activity change, negative = inhibition, most hits filed as inhibitors;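 further: loss of luciferase light is scored as toxicity; potency means the concentration at half of the fitted maximal effect; on the % scale 0 is the no-effect control and ±100 the full control effect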
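Step one: seed cells (200 cells/uL, DMEM with 10% Nu serum, 1% pen-strep). Step two: 12-hour incubation at 37 deg C. Step three: pin 23 nL compound, incubate 24 hr. Step four: add luciferase reagent, read luminescence 12 min later.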
An asterisk follows results filed as active; ? = inconclusive; nt = not tested or not shown; [ ] = another dose, or the depositor's remark. Unless noted, the call rests on the fitted dose curve; in most records, active means well fitted curve in the direction sought with a large enough effect; inconclusive means small, poorly fitted or top-dose-only effect, or another doubt; inactive means no such curve, though single readings can be large; an effect the other way counts as inactive or inconclusive.

SMILES	IL1B secr inh	D3 ag	HT1080 IDH1KD tx	KB-V1 cytotox	SW480 rerep	KB-3-1 tox	HT1080-NT tox	MCF10A rerep	HEK293 tox
CCCC1CC(=O)NC1(C(=O)OCC)C(=O)OCC (configuration not stated)	-20	4	13%	0%	-2%	1%	8%	-3%	3%
CC(=O)OCC1(C)CN(c2ccccc2)N(C(=O)c2ccc(F)cc2)C1=O (configuration not stated)	-9	-5	-30%	-10%	-45%[inhibitor]	0%	?	2%	?
Cc1cc(C)c2nc(N3CCCC(C(=O)NCCN4CCOCC4)C3)sc2c1 (configuration not stated)	-1	2	1%[9.24 µM]	-17%	19%	-4%	1%	?	15%
CCC1Oc2ccc(C)cc2N(CC(=O)N(Cc2ccc(C)o2)C2CC(C)(C)NC(C)(C)C2)C1=O (configuration not stated)	nt	5	?	?	?	?	16µM*	1%	-39%
O=C(O)c1ccc(S(=O)(=O)N2CCCCCCC2)cc1	-12	1	-2%	23%	nt	5%	5%	nt	-21%
C=CCN(Cc1cccs1)C(=O)COc1ccc2c(c1)OCO2	?	0	8%	?	-6%	-1%	-1%	4%	-3%
N#Cc1nn(-c2ccccc2)nc1N1CCCCC1	-20	-9	-5%	-12%	16%	-4%	-1%	17%	22%
CC(=O)Oc1ccc2c3c(c(=O)oc2c1C)CCCC3	-2	-8	0%	?	-63%[inhibitor]	?	-11%	21µM*	221%[activator]
N#Cc1cnn2ccn(C3OC(CO)C(O)C3O)c12 (configuration not stated)	21	2	11%	-9%	2%	-10%	1%	-1%	-10%
COCCCNc1ccn2nc(-c3ccc(CC(C)C)cc3)cc2n1	47	7	?	-15%	nt	0%	?	nt	-7%
CC(C)N(C(=O)NC(=O)Nc1ccc(S(=O)(=O)N2CCCC2)cc1)S(C)(=O)=O	0	0	-7%	-15%	2%	-2%	-3%	0.65µM*	1%
Cc1ccc(S(=O)(=O)n2nc(C)c(S(=O)(=O)N3CCC(C)CC3)c2C)cc1	nt	-8	nt	0%	nt	14%	nt	nt	-7%
COc1ccccc1CC(NC(C)=O)C(=O)NC1CCN(C(=O)Nc2ccccc2C)CC1 (configuration not stated)	-16	-2	9%	2%	-2%	1%	-2%	2%	-8%
CCC1CCCCN1C(=O)COC(=O)c1cc(C)nc2ccccc12 (configuration not stated)	26	1	-2%	?	-13%	2%	-2%[9.24 µM]	10%	-8%
CCN(CC#CCC1(O)c2ccccc2-c2ccccc21)C(C)C	-15	-3	-2%	0%	0%	-4%	-4%	9%	11%

Three compounds from above, ordered by length of the SMILES, high to low.
SMILES	IL1B secr inh	D3 ag	HT1080 IDH1KD tx	KB-V1 cytotox	SW480 rerep	KB-3-1 tox	HT1080-NT tox	MCF10A rerep	HEK293 tox
CC(=O)Oc1ccc2c3c(c(=O)oc2c1C)CCCC3	-2	-8	0%	?	-63%[inhibitor]	?	-11%	21µM*	221%[activator]
CCCC1CC(=O)NC1(C(=O)OCC)C(=O)OCC (configuration not stated)	-20	4	13%	0%	-2%	1%	8%	-3%	3%
N#Cc1nn(-c2ccccc2)nc1N1CCCCC1	-20	-9	-5%	-12%	16%	-4%	-1%	17%	22%

New compounds follow.
SMILES	IL1B secr inh	D3 ag	HT1080 IDH1KD tx	KB-V1 cytotox	SW480 rerep	KB-3-1 tox	HT1080-NT tox	MCF10A rerep	HEK293 tox
Cc1cc(C)n(CCNS(=O)(=O)c2ccc(C)c(C)c2)n1	3	6	3%	?	-4%	0%	0%	-13%	1%
COc1cc(OC)nc(NC(=O)COC(=O)c2cccc(Cl)c2)n1	16	4	11%	-10%	2%	-12%	26%	9%	82%[activator]
CCOC(=O)c1c(C)[nH]c(C)c1C(=O)COC(=O)c1ccccc1O	5	3	1%	?	29%	?	9%	-52%[inhibitor]	-8%
COC(=O)C1=C(C)N(Cc2ccccc2)C(=NCCc2cccnc2)N[C@H]1c1ccc(Br)cc1	-4	-24	?	-19%	?	?	?	29%	-51%
O=C(O)c1cn(-c2ccccc2)nc1C(=O)O	0	2	15%	-9%	-6%	8%	16%	0%	0%
O=C(c1nc2ccccn2c1CN1CCCC(O)C1)N1CCN(C2CCCCC2)CC1 (configuration not stated)	4	-3	-1%	-25%	-15%	-4%	0%	-20%	3%
COc1ccc(SCc2noc(C(=O)NC(C)C)c2C(=O)O)cc1	15	0	-11%	?	5%	0%	-5%	-26%	0%
CCOc1ccc(Br)cc1S(=O)(=O)NCc1ccc(S(N)(=O)=O)cc1	-11	1	7%	0%	-1%	0%	-4%	4%	11%[0.307 µM]
O=c1c2ccccc2nc(SCc2nc3ccccc3s2)n1CCCO	-9	-1	?	-15%	6%	-44%	?	?	76%[activator]
Nc1nnc(CC(=O)N/N=C/c2ccc(-c3ccccc3)o2)s1	0	-2	16%	66%	-13%	25%	12%	-3%	-4%
CCOC(=O)c1cccc(NC(=O)CSc2nnc(COc3ccc(Cl)cc3)o2)c1	33	0	1%	-2%	-2%	20%	9%	0%	-15%
CCCc1cc(C(=O)N2CCCC(N3CCN(c4ccccc4F)CC3)C2)n(C)n1 (configuration not stated)	18	1	-13%	nt	-2%	nt	4%	3%	-9%
CCN(CCCNC(=O)CCNC(=O)Cn1cnc2ccccc2c1=O)c1cccc(C)c1	11	0	18%	5%	1%	8%	3%	0%	-12%
Cc1ccc(CNC(=O)COc2ccc(C(=O)c3ccc(F)cc3)cc2)cc1	?	0	2%	?	?	?	-5%	16µM*	7%
COc1cc(NC(=O)C(C)N2CCN(C(=O)C3CC3)CC2)cc(OC)c1 (configuration not stated)	-3	-14	1%	-23%	-44%[inhibitor]	1%	0%	17%	-20%
CN(C)CCNc1ncnc2c1ncn2[C@H]1CN(Cc2ccc3c(c2)OCO3)C[C@@H](CO)O1	-15	6	12%	1%	nt	0%	13%	nt	2%
N#Cc1nc(-c2ccco2)oc1N1CCN(c2cccc(Cl)c2)CC1	-62*	2	-5%	-3%	-4%	?	3%	24%	8%
COCCN(C(=O)CC1C(=O)NCCN1Cc1ccc(-c2ccccc2)cc1)C(C)C (configuration not stated)	-12	-1	-4%	-12%	1%	2%	-5%	2%	3%
O=C(COc1ccc(S(=O)(=O)N2CCCC2)cc1)N1CCN(c2ccccc2F)CC1	29	-2	-16%	-29%	-8%	-5%	1%	6%	-3%
CCCc1cc(=O)oc2cc(C)cc(OCC(=O)NCc3ccncc3)c12	3	1	-5%	-11%	2%	9%	0%	-1%	-19%
CC(=O)c1sc2nc(C)cc(C)c2c1N	-8	1	-24%	-24%	?	-2%	2%	?	196%[activator]
COCCN1CCN(C(=O)C2CCC(=O)N(CCCc3ccccc3)C2)CC1 (configuration not stated)	4	7	4%	nt	0%	nt	?	-26%	2%
C/C(=N/OC(=O)c1ccc(C(F)(F)F)cc1)c1oc(C)nc1C	7	-10	-13%	0%	-8%	1%	3%	4%	11%
OC(c1cccc(Cl)c1)c1ncc(-c2cccc3ccccc23)[nH]1 (configuration not stated)	-21	24	?	-8%	nt	0%	-22%	nt	-17%
Cc1ccc(-c2noc(CCC(=O)NCC3CCCO3)n2)cc1 (configuration not stated)	0	-13	-23%	21µM*	12%	-2%	-14%	0%	2%
O=C(CSc1nnc(-c2cccs2)n1CC1CCCO1)c1cc2ccccc2o1 (configuration not stated)	14	1	21%	-5%	-2%	-11%	11%	12%	17%
COC(=O)[C@@]12CCCCN1[C@H](c1ccc(-c3cc(C(C)=O)cs3)cc1)[C@H]1C(=O)N(C)C(=O)[C@H]12	6	1	3%	-18%	25%	?	-8%	?	-7%
COc1cc2ccccc2cc1C(=O)NC1CCCCC1	-23	-8	-1%	-16%	-40%	-15%	-2%[9.24 µM]	15%	-1%
CC1(C)CC(C(=O)Nc2nccs2)CCO1 (configuration not stated)	23	1	16%	24%	1%	16%	15%	1%	-6%
COC(=O)c1c(NC(NC(=O)CC(C)C)C(Cl)(Cl)Cl)sc2c1CCC2 (configuration not stated)	24	6	-14%	18µM*	?	-18%	1%	0%	9%
O=C(c1ccc2ncsc2c1)N1CCN(c2ccc(O)cc2)CC1	1	3	6%	2%	0%[9.22 µM]	0%	2%	28%	-23%
O=C(Nc1ccccc1C(=O)NCc1cccnc1)c1ccc(Cl)cc1Cl	-4	-2	-18%	?	1%	?	-10%	1%	-11%
COc1cccc(C(=O)Nc2ccc(N3CCN(C(=O)c4ccco4)CC3)cc2)c1	-74*	-6	12µM*	?	18µM*	4.6µM*	23µM*	21µM*	?
Cc1ccc(-c2ccc(CCC(=O)O)n2-c2ccc(C(=O)O)cc2)cc1	-5	3	12%	10%	-2%	0%	14%	0%	1%
CCn1nccc1C(=O)Nc1cc(Cl)cc(Cl)c1	?	1	-26%	?	-4%	-14%	?	7%	-1%
Cc1ccc(C)c(NC(=O)CCC(=O)N/N=C/c2ccc3c(c2)OCO3)c1	-14	19	-22%	-2%	147%	-12%	-5%	3%	2%
Cc1ccc(C(=O)NCC(c2ccco2)S(=O)(=O)c2ccccc2)cc1C (configuration not stated)	nt	14	nt	-7%	nt	2%	nt	nt	9%
Cc1onc(-c2ccccc2)c1C(=O)NNC(=O)c1ccccc1	7	1	4%	0%	-9%	2%	14%	-1%	-18%
CCCCSc1nnc2c(n1)OC(c1ccc(Br)s1)N(C(C)=O)c1ccccc1-2 (configuration not stated)	nt	4	nt	-9%	nt	0%	nt	nt	-2%
